# LYP inhibition = inhibitors of LYP phosphatase, biochemical, fluorescence intensity, uHTS (AID 1779); recombinant LYP phosphatase, fluorescence intensity; higher % means a stronger effect; one-dose inhibition, % at 11.5 µM; IC50 in µM for titrated hits; 0.054% of 290,000 active; in the data active = inhibition above about 50%;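 note: plate controls were vehicle with enzyme for no effect and no enzyme for full effect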
# Large T inhibition = TAg ATPase/helicase activity blockers – biochemical (AID 1903); inhibition, % at 20 µM, or IC50 in µM where a hit was titrated; SV40 large T antigen ATPase/helicase inhibition assay; higher % means a stronger effect; 0.39% of 310,000 active; in the data active = a potency from the dose series; inconclusive = inhibition mostly from about 32% at the one dose, without a potency; inactive = the rest, 99 in 100 with inhibition below about 32%; note: strong numbers were not always called active
# RSV CPE inhibition = RSV antiviral activity via CPE protection, HEp-2 cells, primary 10 µM value included (AID 2391) | HEp-2 cells, RSV-induced CPE inhibition; higher % means a stronger effect | one-dose CPE inhibition, % at 10 µM; IC50 in µM for titrated hits | 0.13% of 310,000 active; in the data active = a potency from the dose series; inconclusive = CPE inhibition mostly from about 23% at the one dose, without a potency; inactive = the rest, 99 in 100 with CPE inhibition below about 21%; note: strong numbers were not always called active
# NS5 inhibitors = Dengue-2 NS5 methyltransferase inhibitors, primary screen, biochemical, confirmation dose response (AID 588689). Dengue-2 NS5 methyltransferase capping enzyme assay, biochemical; higher % means a stronger effect. inhibition, % at 25 µM; hits with a dose series show IC50 in µM. 0.3% of 340,000 active; in the data active = a potency from the dose series; inconclusive = inhibition above about 29% without an active follow-up result
# Rac1 GTP hydrolysis = MgcRacGAP GTPase-activating activity inhibitors, confirmation, biochemical, ADP Hunter fluorescence. MgcRacGAP-stimulated Rac1 GTP hydrolysis, ADP Hunter fluorescence; higher % means a stronger effect; GST-tagged Rac1 F28L mutant substrate. one-dose inhibition, % at 30 µM; IC50 in µM for titrated hits. 0.6% of 340,000 active;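 active = first-screen hits whose inhibition reached a set limit at any dose in the follow-up dose series; inconclusive = inhibition above the set first-screen limit but never retested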;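 note: fluorescence reports GDP produced by GAP-driven GTP hydrolysis; strong numbers were not always called active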
# HIV fusion peptide = inhibitors of HIV fusion peptide binding, primary screen, biochemical, uHTS, fluorescence dequenching (AID 1986); cell-free peptide binding, fluorescence dequenching, 30 min; higher % means a stronger effect; inhibition, % at 20 µM, or IC50 in µM where a hit was titrated; 0.3% of 290,000 active; in the data active = inhibition mostly above about 52%, no sharp cut-off; inactive = mostly below about 76%; note: some results filed as inactive read as strong as hits
# AID2073 = inhibitors of Mint1-CaV2.2 protein interaction, biochemical, HTRF (AID 2073) | HTRF protein-protein interaction, Mint1-CaV2.2; higher % means a stronger effect | inhibition, % at 20 µM; hits with a dose series show IC50 in µM | 0.19% of 290,000 active; in the data active = inhibition mostly above about 51%, no sharp cut-off; inconclusive = no clear call, values can overlap the other calls; inactive = mostly below about 53%; note: some results filed as inactive read as strong as hits
# Siah-1 displacement = Siah-1 peptide-binding antagonists, primary screen, biochemical, fluorescence polarization, rhodamine-plectin, uHTS (AID 1817) | Siah-1 / rhodamine-plectin peptide fluorescence polarization; higher % means a stronger effect | displacement, % at 20 µM; hits with a dose series show IC50 in µM | 0.02% of 290,000 active;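 active = displacement of at least 50% at 20 µM, with a fluorescence ratio check between 0.3 and a set limit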;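 note: plate controls were Siah plus tracer with DMSO for no effect and tracer alone without Siah for full effect; strong numbers were not always called active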
# XIAP antagonists = XIAP antagonists, biochemical, IAP family, fluorescence polarization (AID 1018) | displacement, % at 20 µM, or IC50 in µM where a hit was titrated | 0.007% of 200,000 active | XIAP BIR domain, fluorescence polarization peptide displacement; higher % means a stronger effect; in the data active = displacement above about 50%; note: a part of the inactive calls stands beside numbers as strong as those of hits
# NS5 inhibitors pilot replicate = second read-out of NS5 inhibitors, no call of its own (marks repeat the call); inhibition, %; measured here: pilot screen replicate inhibition
# * hit, by the source's call; ? = inconclusive; / = not tested or not shown. An unsorted share of the library; overall some 1.7% were active at least once.
SMILES,LYP inhibition,Large T inhibition,RSV CPE inhibition,NS5 inhibitors,Rac1 GTP hydrolysis,HIV fusion peptide,AID2073,Siah-1 displacement,XIAP antagonists,others
COCc1cc(=O)n2[nH]c(SC)nc2n1,-4%,3%,1.5%,0%,8%,0.8%,6%,0%,0.4%,
Cc1ccc(C)c(Nc2ncccc2C(=O)NCc2cccs2)c1,-1%,11%,?,-3%,5%,-1.9%,10%,2%,-0.1%,
CCCCNC(=S)Nc1ccc([N+](=O)[O-])cc1,-9%,10%,1.3%,-8%,5%,2.1%,-11%,2%,-12%,
COC(=O)c1ccc2c(=O)n(Cc3ccco3)c(SCC(=O)Nc3ccc(C)c(Cl)c3)nc2c1,-2%,7%,-1.1%,5%,9%,1.3%,-6%,-1%,-6.0%,NS5 inhibitors pilot replicate=4.8
CC(Cc1ccccc1)C(=O)N1CCN(C)CC1 (configuration not stated),-3%,6%,-1.6%,8%,3%,2.3%,3%,0%,-7.0%,
COc1ccc(/C=N/N2CCOCC2)cc1COc1ccc(F)cc1,-2%,8%,2.6%,14%,4%,-2.7%,3%,-7%,-8.1%,
COc1ccc(C(=O)Nc2ccc(S(=O)(=O)NC(C)(C)C)cc2)cc1[N+](=O)[O-],-6%,3%,-0.5%,-13%,6%,-2.3%,-11%,-5%,-19%,
Cc1csc(NC(=O)C2=NN(c3ccccc3)C(=O)CC2)n1,4%,-5%,-1.2%,0%,6%,-1.1%,-4%,0%,-1.9%,
Cc1ccsc1C(=O)N1CCCC(C(=O)c2cc(F)ccc2F)C1 (configuration not stated),-9%,5%,0.7%,-6%,-7%,2.3%,11%,1%,-6.7%,
COc1ccc(CCC(=O)NCC(c2ccco2)N2CCc3ccccc32)cc1 (configuration not stated),/,14%,3.5%,4%,0%,/,/,/,/,
O=c1[nH]c2cc3c(cc2cc1CN(Cc1cccnc1)C(=S)NCc1ccco1)OCO3,-1%,14%,1.4%,-2%,8%,2.9%,-3%,2%,-8.9%,
CCN(C(=O)c1cc2c(s1)-c1ccccc1S(=O)(=O)C2)c1cc(OC)ccc1OC,1%,17%,8.4%,-9%,7%,-1.1%,12%,-2%,/,
COCCNC(=O)[C@@]1(Cc2ccccc2)C=C[C@@H](C)N1C(C)=O,-5%,10%,1.3%,-2%,1%,-3.3%,-5%,-3%,-9.3%,
C[C@@]12C(=O)N(c3cccc(F)c3)C(=O)N1[C@H](c1ccc(F)cc1)[C@@H]1C(=O)N(C3CCCCC3)C(=O)[C@@H]12,-6%,3%,1.6%,-3%,13%,-0.2%,6%,-1%,/,
COCCNC(=O)c1ccc(Cn2c(SCC(=O)NCC3CCCO3)nc3ccc(Br)cc3c2=O)cc1 (configuration not stated),-6%,3%,-1.3%,-5%,8%,0.0%,-3%,-4%,/,
CCC(CC)c1nnc(NC(=O)c2ccc(N3CCCCC3)c([N+](=O)[O-])c2)s1,4%,0%,?,-1%,9%,0.4%,-12%,1%,-0.8%,
COc1ccc(S(=O)(=O)N2CCSCC2)cc1,-8%,9%,0.7%,-8%,11%,0.5%,-4%,-2%,/,
CCOCCc1c(O)nc(SCC)[nH]c1=O,-9%,16%,1.3%,1%,7%,1.0%,12%,-4%,/,
CCN(CCCNC(=O)c1[nH]c(C)c(C(C)=O)c1C)c1cccc(C)c1,0%,36%,-0.9%,-2%,17%,2.5%,-8%,25%,-4.7%,
COC(/C(=N/O)c1ccc(Cl)cc1)c1ccccc1 (configuration not stated),0%,13%,?,-7%,10%,3.9%,2%,0%,/,
O=C(CNC(=O)c1ccc(Br)o1)NCc1ccc(F)cc1,-6%,16%,1.4%,-1%,1%,-1.6%,5%,0%,/,
COc1ccc(NC(=O)NNC(=O)CCC(=O)Nc2ccccc2Cl)cc1,-5%,21%,1.5%,-3%,4%,-1.2%,-9%,0%,0.0%,
O=S1(=O)N=C(Nc2ccc(S(=O)(=O)N3CCCCC3)cc2)c2ccccc21,-7%,-2%,0.8%,-7%,13%,3.8%,13%,2%,-4.3%,
COc1ccc(OC)c(NC(=O)C(CC(=O)O)NCc2ccco2)c1 (configuration not stated),-8%,14%,3.3%,3%,3%,-1.7%,-7%,8%,-0.2%,
COC(=O)c1ccc2[nH]ccc2c1,0%,6%,43µM*,1%,8%,2.0%,6%,-2%,/,
# Continuation.
SMILES,LYP inhibition,Large T inhibition,RSV CPE inhibition,NS5 inhibitors,Rac1 GTP hydrolysis,HIV fusion peptide,AID2073,Siah-1 displacement,XIAP antagonists,others
O=C(COC(=O)c1cccc(S(=O)(=O)NCc2ccccc2)c1)Nc1ccccc1OC(F)F,-6%,10%,0.8%,-5%,6%,-1.9%,5%,-2%,-4.5%,
COc1ccc(N2C(=O)c3ccccc3NC23CCCCC3)cc1,-7%,-1%,-1.8%,-3%,9%,-1.4%,-4%,-3%,-1.3%,
CC(C)C(=O)N1CCC2(CC1)Oc1ccc(Cl)cc1C(=O)C21CC(c2cccnc2)=NO1 (configuration not stated),-7%,19%,1.0%,-1%,8%,-0.7%,1%,13%,/,
CCCOc1cccc(C2/C(=C(/O)c3ccc(F)cc3)C(=O)C(=O)N2CCN(C)C)c1 (configuration not stated),-12%,-4%,-0.1%,-8%,1%,2.6%,-6%,-1%,-4.9%,
COc1ccc(C(=O)N2CCNC(=O)C2CC(=O)Nc2ccc(C)cc2)cc1 (configuration not stated),-6%,-1%,2.8%,-2%,7%,-0.1%,9%,-2%,-5.6%,
O=[N+]([O-])c1ccc(Cl)cc1NCCCN1CCOCC1,-3%,6%,3.3%,-4%,3%,0.0%,3%,5%,-3.5%,
Cc1cc(NC(=O)CN2CCC(C)CC2)no1,-11%,-7%,1.1%,-2%,253µM*,-1.1%,-8%,-2%,-2.6%,
O=C(O)c1cccc(N2C(=O)c3cccc4cccc(c34)C2=O)c1,-13%,2%,-0.2%,-10%,4%,1.0%,28%,-4%,/,
Cc1ccccc1-c1cccc(CN2CCN(C)C(CCO)C2)c1 (configuration not stated),-11%,9%,-1.9%,-4%,8%,-0.4%,6%,11%,/,
COc1ccc(CNC(=O)CSc2nnnn2-c2ccc(O)cc2)cc1,-6%,-1%,1.2%,-1%,1%,-0.7%,-1%,3%,-5.4%,
COC(=O)CC1=C(C(=O)OC)C(c2cccs2)C(C#N)=C(N)O1 (configuration not stated),-9%,2%,1.3%,2%,8%,-3.8%,1%,3%,-6.0%,
COC(=O)C1=C(C)N(Cc2ccccc2)C(=O)N[C@H]1c1ccccc1,-5%,1%,5µM*,-6%,-2%,-1.7%,?,0%,-3.0%,
Nc1cc(C(=O)N/N=C/c2cccc([N+](=O)[O-])c2)n[nH]c1=O,0%,0%,-0.1%,5%,1%,-3.4%,13%,0%,/,
Cc1cc(C)c(NS(=O)(=O)c2ccc(NC(=O)/C=C/C(=O)O)cc2)c(C)c1,-7%,10%,4.2%,/,/,-2.2%,?,-7%,-1.7%,
CC(C)NC(=O)NC(=O)COC(=O)c1ccccc1Oc1ccccc1,3%,3%,-0.9%,1%,9%,1.9%,-8%,1%,-1.6%,
Cc1cc(NC(=O)c2ccc(F)cc2)n(CCOC(=O)c2ccc(F)cc2)n1,-9%,7%,3.3%,0%,6%,-0.5%,3%,-6%,-10%,
CCCC(=O)Nc1ccc(NC(=O)Cc2ccccc2)cn1,-1%,6%,0.1%,-6%,4%,1.9%,-9%,3%,-7.2%,
CCOC(=O)c1cnc2nc[nH]n2c1=O,-5%,-5%,1.1%,-1%,1%,-0.2%,14%,-4%,-7.2%,
COc1ccc(OCc2cc(C(=O)NCC3(C)COC3)no2)c(Cl)c1,-3%,8%,2.7%,-1%,7%,1.1%,-1%,-1%,/,
COc1ccccc1N1C(=O)C2C3CC(c4ccccc4)C(C3)C2C1=O (configuration not stated),-8%,11%,3.5%,-1%,8%,1.0%,-5%,5%,-2.0%,
CC1CCN(S(=O)(=O)c2ccc3c(c2)N(CC(=O)NCCCOC(C)C)C(=O)CS3)CC1,-7%,9%,1.8%,-5%,14%,1.1%,-3%,0%,/,
CC(C)N(CC#CCC(O)(c1ccccc1)c1ccccc1)CCO,-10%,/,/,/,/,-0.6%,-5%,-3%,/,
O=C(NCCN1CCOCC1)c1cn(CCc2ccccc2)nn1,1%,2%,0.9%,-1%,12%,0.7%,-2%,0%,3.5%,
O=C(CSc1c2c(nc3ccccc13)CCC2)N1CCCC1,-8%,6%,-1.4%,-5%,10%,0.7%,-3%,16%,-2.5%,
CCc1nccn1CCC(=O)N1CCCC(N2CCN(c3cccc(Cl)c3)CC2)C1 (configuration not stated),-2%,16%,-0.6%,1%,6%,-1.0%,12%,-2%,/,

# In the list so far, these contain a Cl atom:
SMILES,LYP inhibition,Large T inhibition,RSV CPE inhibition,NS5 inhibitors,Rac1 GTP hydrolysis,HIV fusion peptide,AID2073,Siah-1 displacement,XIAP antagonists,others
COC(=O)c1ccc2c(=O)n(Cc3ccco3)c(SCC(=O)Nc3ccc(C)c(Cl)c3)nc2c1,-2%,7%,-1.1%,5%,9%,1.3%,-6%,-1%,-6.0%,NS5 inhibitors pilot replicate=4.8
COC(/C(=N/O)c1ccc(Cl)cc1)c1ccccc1 (configuration not stated),0%,13%,?,-7%,10%,3.9%,2%,0%,/,
COc1ccc(NC(=O)NNC(=O)CCC(=O)Nc2ccccc2Cl)cc1,-5%,21%,1.5%,-3%,4%,-1.2%,-9%,0%,0.0%,
CC(C)C(=O)N1CCC2(CC1)Oc1ccc(Cl)cc1C(=O)C21CC(c2cccnc2)=NO1 (configuration not stated),-7%,19%,1.0%,-1%,8%,-0.7%,1%,13%,/,
O=[N+]([O-])c1ccc(Cl)cc1NCCCN1CCOCC1,-3%,6%,3.3%,-4%,3%,0.0%,3%,5%,-3.5%,
COc1ccc(OCc2cc(C(=O)NCC3(C)COC3)no2)c(Cl)c1,-3%,8%,2.7%,-1%,7%,1.1%,-1%,-1%,/,
CCc1nccn1CCC(=O)N1CCCC(N2CCN(c3cccc(Cl)c3)CC2)C1 (configuration not stated),-2%,16%,-0.6%,1%,6%,-1.0%,12%,-2%,/,

# Source: PubChem BioAssay (several laboratories)
